Compound activity (PubChem BioAssay)
ATG4B inhibitor – ATG4B (human) cysteine protease inhibition; ATG4B cleavage of LC3-PLA2, NBD-HPC fluorescence, 1 h; inhibition, % at 8.33 µM; 340,000 tested, 0.51% active; in the data active = inhibition above about 40%
MIN6 prolif – MIN6 beta-cell proliferation induction. MIN6 cells proliferation, ATPlite luminescence, 48 h; cells starved in 0.2% serum; 100% = growth in 10% serum. 330,000 tested, 0.29% active. AID 2380. proliferation, % at 10 µM;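 active = compounds whose signal lies at least 3.5 SD above the mean of all wells on their plate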;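 also: 0% = DMSO-treated cells in low-serum medium and 100% = 10% serum control; some compounds called inactive have numbers as strong as hits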
hIAP block – human IAP inhibition; P09923; purified IAP, CDP-Star luminescence, 30 min; inhibition, % at 10 µM; 330,000 tested, 0.12% active; AID 2544;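 active = inhibition reaching a set limit with compound at 10 µM in the primary screen, cut at about 35% in these data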;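 also: plate controls were DMSO wells with enzyme for no effect and no-enzyme buffer wells for full effect; values of inactives mirror those of a sister screen read the other way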
Target sequence (P09923 whole entry, looked up): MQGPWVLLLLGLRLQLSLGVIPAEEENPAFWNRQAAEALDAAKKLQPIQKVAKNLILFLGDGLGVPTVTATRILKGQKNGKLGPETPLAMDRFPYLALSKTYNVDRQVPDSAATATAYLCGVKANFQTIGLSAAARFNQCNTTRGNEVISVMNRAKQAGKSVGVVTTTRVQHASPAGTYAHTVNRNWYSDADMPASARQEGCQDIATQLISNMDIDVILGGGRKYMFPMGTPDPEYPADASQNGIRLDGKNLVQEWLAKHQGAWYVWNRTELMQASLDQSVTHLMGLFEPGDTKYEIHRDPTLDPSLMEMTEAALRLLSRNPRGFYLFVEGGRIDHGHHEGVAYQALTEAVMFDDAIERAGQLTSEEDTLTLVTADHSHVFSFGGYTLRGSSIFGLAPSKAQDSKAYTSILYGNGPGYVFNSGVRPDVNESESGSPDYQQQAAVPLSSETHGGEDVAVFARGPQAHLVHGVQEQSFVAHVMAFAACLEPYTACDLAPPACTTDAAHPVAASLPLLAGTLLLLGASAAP
mIAP inh – blocks mouse intestinal alkaline phosphatase | purified mouse IAP, CDP-Star luminescence, 30 min | inhibition, % at 10 µM | 330,000 tested, 0.2% active | AID 2806;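 active = inhibition of at least 40% at 10 µM in the primary screen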;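 also: plate controls were DMSO with enzyme for no effect and no enzyme wells for full effect; values of inactives mirror those of a sister screen read the other way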
A3G deaminase – inhibitors of human APOBEC3G DNA deaminase; recombinant A3G, ssDNA deamination FAM/TAMRA fluorescence; 330,000 tested, 0.28% active; inhibition, % at 20 µM; Q9HC16; AID 493012;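 active = inhibition of at least 40% at 20 µM, with no more than 30% in the related APOBEC3A deaminase screen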;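 also: plate controls were DMSO wells with A3G for no effect and wells lacking A3G enzyme for full effect; some compounds called inactive have numbers as strong as hits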
Target sequence (Q9HC16 whole entry, looked up): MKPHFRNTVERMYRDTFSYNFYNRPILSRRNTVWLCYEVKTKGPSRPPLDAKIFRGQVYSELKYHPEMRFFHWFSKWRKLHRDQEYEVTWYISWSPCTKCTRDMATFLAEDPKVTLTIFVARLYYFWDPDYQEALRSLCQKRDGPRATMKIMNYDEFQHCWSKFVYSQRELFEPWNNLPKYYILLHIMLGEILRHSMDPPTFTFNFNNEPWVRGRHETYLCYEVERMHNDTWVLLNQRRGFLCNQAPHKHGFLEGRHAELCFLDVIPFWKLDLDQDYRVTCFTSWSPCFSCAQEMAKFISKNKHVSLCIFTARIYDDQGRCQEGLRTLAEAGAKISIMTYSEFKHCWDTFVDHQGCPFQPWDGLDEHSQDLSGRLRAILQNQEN
MPTP inh – inhibitors of mitochondrial permeability transition pore; isolated mouse mitochondria, Ca2+ swelling absorbance, 30 min; inhibition, % at 10 µM; 360,000 tested, 1.4% active; AID 602449;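 active = inhibition of 50% or more, scaled per plate between neutral and stimulator controls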;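 also: 0% = DMSO wells given calcium and 100% = 1 mM EGTA wells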
mIAP activ – mouse IAP activation; muIAP, CDP-Star luminescence, 30 min; active compounds read high; 1 = vehicle-only enzyme signal, 0 = enzyme-free wells; activation factor at 10 µM; 330,000 tested, 0.24% active; AID 2805;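 active = activation factor of at least 2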; also: the source names both 10 and 20 µM as test concentration; values of inactives mirror those of a sister screen read the other way
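Assay system: mouse IAP enzyme; reagent: chemiluminescent substrate CDP-Star; dosing: test compounds delivered from DMSO solution; schedule: 30 min at room temperature; measured by: luminescence from enzymatic CDP-Star hydrolysis; controls: DMSO-only wells and no-enzyme negative control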
A3A deaminase – inhibitors of human APOBEC3A DNA deaminase | P31941 | recombinant A3A, FAM/TAMRA ssDNA deamination fluorescence | inhibition, % at 20 µM | 330,000 tested, 0.41% active | AID 493011;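 active = at least 40% inhibition at 20 µM here, with at most 30% in a related deaminase screen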;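 also: plate controls were A3A with DMSO for no effect and wells lacking A3A enzyme for full effect; some results filed as inactive read as strong as hits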
hIAP activ – increases human intestinal alkaline phosphatase activity; P09923; purified human IAP, CDP-Star luminescence, 30 min; active compounds read high; 1 = vehicle-only enzyme, 0 = enzyme-free background; activation factor at 10 µM; 330,000 tested, 0.16% active; AID 2524;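 active = activation factor of the enzyme at least 2-fold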; also: the source names both 10 and 20 µM as test concentration; values of inactives mirror those of a sister screen read the other way
An asterisk follows results filed as active; & = joins results of further samples.

Each structure is followed by: ATG4B inhibitor	MIN6 prolif	hIAP block	mIAP inh	A3G deaminase	MPTP inh	mIAP activ	A3A deaminase	hIAP activ
> Cc1cc(NC(=O)CSc2nnc3c(C)cc4ccccc4n23)no1
    -7	-1	-14	-5	1	0.6	1.1	3	1.1
> Cc1cccc(NC(=O)c2ccc(Cl)c(S(=O)(=O)N3CCc4ccccc43)c2)n1
    -5	-7	0	2	-3	-1.3	0.98	0	1
> CCOC(=O)Nc1ccc2c(c1)Sc1ccccc1N2C(=O)CCN1CCOCC1
    -3	-2	-10	-8	-8	-3.3	1.1	-3	1.1
> Cc1ccc(S(=O)(=O)N2CCCCC2)cc1NC(=O)CSc1ncccn1
    6	5	11	6	-8	-0.5	0.94	1	0.89
> COC(=O)c1sc(NC(=S)NC(=O)c2cc(OC)c(OC)c(OC)c2)nc1C
    3	-3	0	15	-3	1.0	0.85	-4	1
> CCN(CC)C(=O)c1ccc(CS(=O)(=O)c2ccc(Br)cc2)cc1
    -7	0	4	-3	-4	-0.8	1	-3	0.96
> COc1ccc(OCC(=O)Nc2ccc(S(=O)(=O)N3CCCCCC3)cc2)cc1
    -14	-2	-6	-15	-4	-1.1	1.1	-4	1.1
> Cc1nnc(SCCn2c(N3CCC(C)CC3)nc3c2c(=O)[nH]c(=O)n3C)s1
    16	4	7	1	-7	-2.0	0.99	1	0.93
> CCCOc1ccc(C2NC(=S)NC(c3ccccc3)=C2C(=O)Nc2ccc(C)cc2)cc1OC (configuration not stated)
    -14	-3	9	3	-8	-1.7	0.96	-2	0.91
> Cc1cc(C)c(C(=O)Cn2nc(C(=O)O)c3ccccc3c2=O)cc1C
    3	-1	5	2	-5	0.8	0.98	4	0.95
> O=[N+]([O-])c1ccccc1/C=C/c1ccc2ccccc2n1
    33	-1	5	13	-3	-0.2	0.87	-8	0.95
> Cc1ccc(N2C(=O)CC(Nc3cccc4ccccc34)C2=O)cc1 (configuration not stated)
    -4	-4	-24	5	0	2.7	0.95	-1	1.2
> Cc1cccc(NC(=O)C2CCN(C(=O)c3ccccc3C)CC2)n1
    -3	4	6	1	-4	-0.1	0.99	-4	0.94
> Nc1cc(-c2cccc(F)c2)nn1S(=O)(=O)c1cccc2nsnc12
    0	-1	26	4	-6	0.3	0.95	-1	0.74
> CCOc1ccc(OCCSc2nc3ccccc3n2CC(=O)O)cc1
    -3	-1	-11	-9	-1	1.0	1.1	-1	1.1
> CC1=C(C(=O)OCC(C)C)C2(O)C(=O)c3ccccc3C2(O)N1 (configuration not stated)
    -9	0	-33	0	-8	0.4	1	-5	1.3
> CC(C(=O)Nc1cc(C(F)(F)F)ccc1N1CCOCC1)N1C(=O)C2CC=CCC2C1=O (configuration not stated)
    -8	-2	2	-4	3	-2.1	1	3	0.97
> Cc1cc(NC(=O)c2ccc([N+](=O)[O-])cc2Cl)ccc1NC(=O)c1ccco1
    2	-1	-14	-13	-2	1.2	1.1	0	1.1
> Cc1ccccc1NC(=O)CSc1ccncc1
    8	-1	16	6	-4	2.7	0.94	1	0.84
> O=C(O)CC1=C(c2ccc(F)cc2)CCC1=O
    2	-1	10	-3	-4	0.6	1	-3	0.9

By substructure: those above containing a nitro group on carbon
Each structure is followed by: ATG4B inhibitor	MIN6 prolif	hIAP block	mIAP inh	A3G deaminase	MPTP inh	mIAP activ	A3A deaminase	hIAP activ
> O=[N+]([O-])c1ccccc1/C=C/c1ccc2ccccc2n1
    33	-1	5	13	-3	-0.2	0.87	-8	0.95
> Cc1cc(NC(=O)c2ccc([N+](=O)[O-])cc2Cl)ccc1NC(=O)c1ccco1
    2	-1	-14	-13	-2	1.2	1.1	0	1.1

(continued)
Each structure is followed by: ATG4B inhibitor	MIN6 prolif	hIAP block	mIAP inh	A3G deaminase	MPTP inh	mIAP activ	A3A deaminase	hIAP activ
> c1ccc(CCC2CCCCN2Cc2nc(C3CC3)no2)cc1 (configuration not stated)
    12	0	-19	-1	0	0.2	1	0	1.2
> CC(C)CC1Nc2ncnc(N3CCN(c4ccccn4)CC3)c2N(Cc2ccc(Cl)cc2)C1=O (configuration not stated)
    -11	-6	-1	-2	-5	-0.8&0.3	1	0	1
> C=CCN1CCc2cc(O)c(O)cc2C(c2ccccc2)C1 (configuration not stated)
    -12	-8	8	11	-2	-3.3	0.89	-5	0.92
> COc1ccc2nc(SCC(=O)N3CCNC3=O)[nH]c2c1
    5	-5	12	-1	-6	0.8	1	0	0.88
> CCCCn1nc(C(=O)Oc2ccc3c(C)cc(=O)oc3c2)c2ccccc2c1=O
    19	-1	14	2	8	0.4	0.98	36	0.86
> COc1ccc(C)cc1NS(=O)(=O)c1cn(C)nc1C
    -6	-1	17	5	-3	-1.3	0.95	0	0.83
> O=C(CCS(=O)(=O)c1ccccc1)NC1CCCC1
    8	-1	-1	-4	3	-1.0	1	3	1
> COCc1cc(=O)[nH]c(N2CCN(c3ccccc3OC)CC2)n1
    -1	-2	27	-1	-6	1.2	1	3	0.73
> Cc1ccccc1NC(=S)N(CCc1c(C)[nH]c2ccc(F)cc12)Cc1cccnc1
    -19	1	-3	2	-1	-0.1	0.98	-1	1
> CC1=CC(C)(C)n2c(O)c(C3=NC(=S)NC3=O)c3cc(OC(=O)c4cccc5ccccc45)cc1c32
    0	-7	-2	5	-8	-1.9	0.95	-4	1
> Cc1cccc(S(=O)(=O)NCCC(=O)OC(C)C(=O)NC(=O)NC2CCCCC2)c1 (configuration not stated)
    -11	3	1	-15	-4	-0.9	1.1	-2	0.99
> CCOC(=O)c1ccc(NC(=S)N(CCCN2CCCC(C)C2)Cc2ccco2)cc1 (configuration not stated)
    2	-4	-6	12	-5	1.0	0.88	1	1.1
> CCn1c(O)c(N=NC(=O)C2C(=O)NCC2c2ccccc2)c2ccccc21 (configuration not stated)
    -2	0	21	13	-10	-0.6	0.87	-8	0.79
> CC1CCCN(C(=O)Cc2cccc3ccccc23)C1 (configuration not stated)
    -7	1	-9	12	-5	3.8	0.88	-1	1.1
> CCCOc1ccc(-c2c(C(=O)N/N=C/c3ccc(C)cc3)nnn2-c2nonc2N)cc1
    -5	-1	6	1	-8	2.3	0.99	-2	0.94
> CCOc1ccc(C(=O)Nc2ccc(S(=O)(=O)Nc3cc(C)on3)cc2)cc1
    0	0	11	-3	-9	-1.0	1	-4	0.89
> CC(=O)c1ccc(N2CCN(C(=O)c3cn(Cc4ccccc4)nc3-c3cccnc3)CC2)c(F)c1
    -8	4	-4	-13	-7	0.2	1.1	-4	1
> Cc1cc(C(=O)NC2CCCCC2)c(C)n1-c1ccc(F)cc1
    3	-1	-11	6	13	0.4	0.94	-2	1.1
> COc1ccccc1/C=C\C(=O)NCC(=O)N/N=C/c1ccc(O)cc1O
    -15	-1	-50	20	-7	0.4	0.8	-3	1.5
> Cc1c(C(=O)OCC(=O)N(C)Cc2ccccc2)oc2ccccc12
    9	-1	-4	16	-8	0.6	0.84	-2	1
> CC(=O)Nc1ccc(S(=O)(=O)N2CCC(C(=O)c3ccc(F)cc3)CC2)cc1
    -7	1	-2	-1	6	0.9	1	1	1
> Cc1cc(O)c(N=Cc2cc3c(cc2[N+](=O)[O-])OCO3)cc1C
    5	-3	-34	51*	6	4.6	0.49	4	1.3
> COc1ccc(CNC(=O)CC2C(=O)NCCN2CC(C)(C)C)c(OC)c1 (configuration not stated)
    12	3	2	1	-6	0.4	0.99	-1	0.98
> O=S(=O)(c1ccc2c(c1)OCCO2)C1CCC(S(=O)(=O)c2c(F)cccc2F)CC1 (configuration not stated)
    7	-3	-19	2	-4	-0.2	0.98	-2	1.2
> Cc1ccc(S(=O)(=O)CCNC(=O)Cc2ccccc2)cc1
    4	-1	9	4	-7	-0.2	0.96	-2	0.91
> COc1ccccc1CC(=O)Nc1ccc(-c2noc(COc3ccc(Cl)c(C)c3)n2)cc1
    5	-4	-10	-8	-10	6.3	1.1	-1	1.1
> COC(=O)NNC(=S)Nc1ccc(Br)cc1
    4	-1	-27	10	-7	-0.5	0.9	2	1.3
> c1ccc2c(c1)sc1nnnn12
    -13	-1	11	6	-9	0.1	0.94	2	0.89
> Nc1n[nH]c2cccc(Cl)c12
    10	-3	-4	2	-9	-0.9	0.98	-2	1
> COc1cc(/C=C2/C(=N)N3C(=NC2=O)SN=C3S(C)(=O)=O)ccc1OC(=O)c1ccco1
    4	-3	-8	16	-2	-0.3	0.83	-6	1.1
> CCSc1nnc(-c2ccc(S(=O)(=O)N3CCCC3)cc2)n1C
    -1	2	-15	-1	-4	0.1	1	-2	1.2
> C[C@H]1COC(=O)[C@H](CC(=O)OC(C)(C)C)C/C=C\C[C@@H](CC(=O)N[C@H](CO)Cc2ccccc2)C(=O)N1
    0	0	10	0	-7	-0.2	1	2	0.9
> C=CCOc1ccccc1CNc1ccccc1C
    13	0	-8	-3	-5	1.7	1	9	1.1
> COc1ccc(CCN=C(C)c2cc(C)c(C)cc2O)cc1OC
    -6	0	9	-6	-4	-0.2	1.1	-1	0.91
> COc1ccc(NC(=S)NC2CCCCCC2)c(OC)c1
    -9	-1	12	-4	-6	-0.7	1	-1	0.88
> O=C(NCCOc1ccccc1F)c1ccccc1SCc1ccc(F)cc1
    16	0	-6	2	0	1.6	0.98	0	1.1
> CN(Cc1ccco1)S(=O)(=O)c1nnc(NC(=O)c2cccc(Cl)c2)s1
    2	-7	-18	7	3	10	0.93	3	1.2
> CCOC(=O)CCC(NC(=O)CCCC(=O)NC(CCC(=O)OCC)C(=O)OCC)C(=O)OCC (configuration not stated)
    -15	0	-27	-1	-6	0.7	1	-7	1.3
> CN(C)C1=NC[C@H](Cc2ccccc2)N1CCc1cccc(F)c1
    -13	-1	-5	-16	7	-0.6	1.2	2	1.1
> O=C1CN(C(=O)COC(=O)c2ccc(Cl)cc2)c2ccccc2N1
    0	-3	10	1	-7	-1.2	0.99	0	0.9
